# CRFR2-BP ag – agonists of human CRF-binding protein/CRF-R2 receptor complex; HEK293 CRF-R2/CRF-BP, calcium dye fluorescence (FLIPR); percent of saturating CRF peptide response; activation, % at 13.2 µM; 350,000 compounds, 0.46% hits;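 active = activation of at least 50%, plus an integration ratio under a set limit after plate pattern correction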;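 note: plate controls were neutral control wells without compound for no effect and CRF at EC100 for full effect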
# M4 PAM – potentiates acetylcholine response at human M4 receptor; CHO-K1 hM4/Gqi5, Fluo-8 calcium fluorescence, ACh EC20; 0% = ACh EC20, 100% = maximal ACh; activation, % at 3 µM; 360,000 compounds, 0.4% hits; AID 624126;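 active = activation above its plate's cutoff, the mean activation of sample wells plus 3 SD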; note: some results filed as inactive read as strong as hits
# M5 antag – antagonists of human muscarinic M5 receptor (CHRM5) | P08912 | CHO-hM5 cells, Fluo-8 calcium fluorescence, ACh EC80 | inhibition, % at 3 µM | 360,000 compounds, 0.59% hits | AID 624040;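 active = inhibition above a per-plate cutoff, the mean of that plate's test compounds plus 3 SD, cut at about 27% in these data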;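 note: 0% = acetylcholine EC80 with DMSO and 100% = DMSO without agonist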
# Target sequence (P08912 whole entry, looked up): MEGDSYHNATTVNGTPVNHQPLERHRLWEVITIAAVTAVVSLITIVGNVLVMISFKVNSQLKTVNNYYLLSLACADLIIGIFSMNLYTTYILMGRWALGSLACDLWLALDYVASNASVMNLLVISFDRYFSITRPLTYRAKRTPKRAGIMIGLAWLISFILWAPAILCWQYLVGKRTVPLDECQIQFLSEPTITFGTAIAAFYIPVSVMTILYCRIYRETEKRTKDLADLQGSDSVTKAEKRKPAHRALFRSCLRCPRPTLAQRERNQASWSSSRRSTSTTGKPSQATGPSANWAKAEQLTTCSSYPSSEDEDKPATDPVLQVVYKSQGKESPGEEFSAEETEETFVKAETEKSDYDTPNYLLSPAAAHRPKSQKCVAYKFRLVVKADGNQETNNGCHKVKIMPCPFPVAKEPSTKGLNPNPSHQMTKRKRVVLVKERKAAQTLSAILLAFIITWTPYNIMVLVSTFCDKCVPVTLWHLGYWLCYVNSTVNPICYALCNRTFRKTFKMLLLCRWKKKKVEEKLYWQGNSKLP
# M4 antag – CHRM4 antagonism in calcium assay; 360,000 compounds, 0.73% hits; P08173; inhibition, % at 3 µM; CHO-hM4 cells, ACh EC80, Fluo-8 calcium fluorescence; AID 624125;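 active = inhibition above its plate's cutoff, the mean inhibition of sample wells plus 3 SD, cut at about 27% in these data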;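 note: 0% = acetylcholine EC80 with DMSO and 100% = DMSO without agonist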
# M5 ag – agonists of human muscarinic M5 receptor (CHRM5). P08912. CHO-K1 hM5 cells, Fluo-8 calcium fluorescence; 0% DMSO wells, 100% maximal acetylcholine response. activation, % at 3 µM. 360,000 compounds, 0.19% hits;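 active = activation above the run's mean over test compounds plus 3 SD, cut at about 23% in these data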;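 note: signal is peak over basal fluorescence ratio across the kinetic read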
# CHRM1 antagonist – human CHRM1 antagonism; P11229; CHO-K1 hM1, Fluo-8 calcium fluorescence, ACh EC80 antagonist; inhibition, % at 3 µM; 360,000 compounds, 1.3% hits;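 active = percent inhibition above its own plate's cutoff, namely the mean of that plate's compound wells plus 3 SD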;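 note: peak over basal fluorescence ratio during 140 s after agonist addition; 0% = ACh EC80 plus DMSO and 100% = DMSO alone without agonist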
# Target sequence (P11229 whole entry, looked up): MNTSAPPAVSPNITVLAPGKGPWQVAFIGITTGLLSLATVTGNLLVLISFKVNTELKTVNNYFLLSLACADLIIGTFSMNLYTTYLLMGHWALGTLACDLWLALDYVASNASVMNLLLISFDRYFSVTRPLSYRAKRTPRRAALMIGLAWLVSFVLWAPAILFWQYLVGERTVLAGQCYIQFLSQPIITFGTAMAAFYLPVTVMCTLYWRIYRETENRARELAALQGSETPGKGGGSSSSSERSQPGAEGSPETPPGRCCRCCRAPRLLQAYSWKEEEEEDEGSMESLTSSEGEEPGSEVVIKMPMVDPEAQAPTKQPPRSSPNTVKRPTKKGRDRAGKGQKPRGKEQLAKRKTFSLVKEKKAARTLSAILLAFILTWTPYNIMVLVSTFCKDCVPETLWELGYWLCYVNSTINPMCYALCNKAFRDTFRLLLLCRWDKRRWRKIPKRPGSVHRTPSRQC
# CHRM5 PAM – CHRM5 positive allosteric modulation | CHO-K1 hM5, Fluo-8 calcium, ACh EC20 PAM; 0% = ACh EC20, 100% = ACh EC100 | 360,000 compounds, 0.3% hits | activation, % at 3 µM | P08912;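 active = activation above the run cutoff, the mean activation of all test compounds plus 3 SD, cut at about 18% in these data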
#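 Test system: CHO-K1 hM5 cells / Doses: single-point, 3 µM nominal / Times: Post-acetylcholine fluorescence recording 140 s / Technique: Fluo-8 calcium fluorescence / Measure: Max/basal fluorescence ratio as % of EC20–EC100 ACh window / Benchmarks: low control EC20 acetylcholine (0%), high control EC100 acetylcholine (100%) / Replicates: one well per compound, no replicates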
# M4 ag – CHRM4 agonism in calcium assay | CHO-K1 hM4/Gqi5, Fluo-8 calcium fluorescence; vehicle 0%, full acetylcholine response 100% | P08173 | AID 624127 | 360,000 compounds, 0.14% hits | activation, % at 3 µM;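 active = activation above the run mean over all test wells plus 3 SD, cut at about 32% in these data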;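 note: peak over basal fluorescence ratio per well then scaled between controls; 0% = DMSO wells and 100% = acetylcholine at EC100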
# CHRM1 PAM – potentiates human M1 receptor response to acetylcholine | 360,000 compounds, 0.088% hits | CHO-K1 hM1, Fluo-8 calcium fluorescence, ACh EC20; 0% = ACh EC20, 100% = maximal ACh | P11229 | AID 588819 | activation, % at 3 µM; in the data active = activation above about 19%, passing the limit was not always enough
# An asterisk follows results filed as active; · = no result given.
M5 ag	CHRM1 PAM	M5 antag	M4 antag	CRFR2-BP ag	M4 PAM	CHRM5 PAM	M4 ag	CHRM1 antagonist	canonical_smiles
4	4	8	0	6.3	0	-2	1	2	CC1CN(C(=O)COC(=O)c2c(Cl)cccc2Cl)CC(C)O1 (stereo unspecified)
-1	4	7	-9	1.0	2	-3	1	-8	COc1ccc(N2CC(C(=O)N3CCN(C(=O)c4ccco4)CC3)CC2=O)cc1 (stereo unspecified)
2	2	6	3	0.9	-5	0	0	-5	Cc1cc(=O)oc2cc(OCC(=O)OCC(=O)Nc3ccc(C(N)=O)cc3)ccc12
-9	-11	7	6	0.5	-4	1	0	19	CCC1CCCCN1CCCNC(=O)c1ccc2c(c1)c(C)c(C)n2C (stereo unspecified)
0	12	-2	-12	-1.9	6	4	1	-20	CCc1ccccc1NC(=O)CN(C)S(=O)(=O)c1ccc2c(c1)c(=O)n(C)c(=O)n2C
-7	-13	6	1	9.2	-14	-22	9	7	CCOC(=O)c1sc(=S)n(C)c1NC(=O)c1ccc(C(C)(C)C)cc1
-5	-5	-2	-4	-1.6	-3	-3	0	2	CCOC(=O)CCN(Cc1cccs1)S(=O)(=O)c1ccc(F)cc1
-4	1	-1	-8	0.9	10	1	0	-2	O=C(CSCC(=O)N1CCOCC1)Nc1ccccc1
-10	-10	3	-11	-2.3	5	12	5	0	Cc1cccc(N2CCN(CC(O)COc3ccccc3)CC2)c1 (stereo unspecified)
-4	-5	-4	0	1.4	6	1	0	8	O=C(NCc1ccco1)c1cc(-c2cccs2)on1
-11	-1	-4	-8	0.3	-4	-15	-2	7	CCCOc1ccccc1Cn1c(=O)oc2ccc(C)cc21
-3	8	13	4	1.1	-3	-6	2	-14	O=C(CCc1nnc(Cc2c[nH]c3ccccc23)o1)NCC1CC12CCCCC2 (stereo unspecified)
-1	5	-2	-7	2.1	6	1	1	-3	CSc1nnc(-c2ccc([N+](=O)[O-])cc2)o1
1	1	-3	-2	1.5	-4	3	1	8	Cn1nc(C(F)(F)F)c(-c2ccc(Br)cc2)c1NC(=O)c1nccnc1C(=O)O
-7	-2	16	12	1.3	-5	2	1	3	O=C(c1ccccc1Cl)N1CCN(Cc2ccc3c(c2)OCO3)CC1
1	3	0	-3	-0.3	6	2	0	-1	COc1cccc(NC(=O)CN(C)C(=O)C2CC(=O)N(CCc3ccc(OC)c(OC)c3)C2)c1 (stereo unspecified)
-1	-4	-24	-3	1.4	13	10	1	-1	Cc1ccc(C2C(C#N)=C(N)Oc3n[nH]c(-c4cccnc4)c32)o1 (stereo unspecified)
-3	-7	11	4	-0.3	2	2	1	-1	CCN(CC)CCNC(=S)Nc1ccc2nc(N3CCCC3)cc(C)c2c1
-3	-1	-1	-6	-1.0	11	5	-1	1	Cc1ccc(C(=O)NCc2ccc(N3CCN(C(=O)OC(C)(C)C)CC3)cc2)cc1
2	17	6	2	0.1	17	1	0	-3	Nn1c(SCC(=O)Nc2nccs2)nnc1-c1cccnc1

# Three compounds out of the list above, arranged by their value in M5 antag, smallest number first:
M5 ag	CHRM1 PAM	M5 antag	M4 antag	CRFR2-BP ag	M4 PAM	CHRM5 PAM	M4 ag	CHRM1 antagonist	canonical_smiles
-4	-5	-4	0	1.4	6	1	0	8	O=C(NCc1ccco1)c1cc(-c2cccs2)on1
2	2	6	3	0.9	-5	0	0	-5	Cc1cc(=O)oc2cc(OCC(=O)OCC(=O)Nc3ccc(C(N)=O)cc3)ccc12
-9	-11	7	6	0.5	-4	1	0	19	CCC1CCCCN1CCCNC(=O)c1ccc2c(c1)c(C)c(C)n2C (stereo unspecified)

# The list goes on:
M5 ag	CHRM1 PAM	M5 antag	M4 antag	CRFR2-BP ag	M4 PAM	CHRM5 PAM	M4 ag	CHRM1 antagonist	canonical_smiles
0	9	-1	-4	0.3	0	8	1	-14	O=C(CN1CC[C@@]2(O)CCCC[C@H]2[C@@H]1c1ccc(F)cc1)NCc1ccco1
2	5	0	3	0.1	-6	2	1	-5	CCN(Cc1ccccc1)C(=O)Cc1c[nH]c2ccccc12
-4	-4	-10	-9	-1.8	0	10	2	-16	CCOc1ccc(OCc2ccc(C(=O)OCc3ccccn3)o2)cc1
-3	0	-4	-6	2.0	2	4	1	-28	CC1=C(NCCc2ccccc2)CCC1=O
-2	4	8	-1	0.5	-8	-2	0	-8	O=C(COC(=O)c1c[nH]c(=O)[nH]c1=O)Nc1ccccc1Br
3	-9	14	0	-3.1	-10	-7	14	14	CCn1c(C)nc2cc(C(=O)N/N=C(\C)c3ccccc3O)ccc21
-1	-4	13	3	0.9	-4	0	1	5	O=C(COc1ccc2c3c(c(=O)oc2c1)CCC3)NCC(O)c1ccccc1 (stereo unspecified)
3	-8	-3	-10	-1.1	-4	-1	0	20*	CC(=O)Nc1ccc(NC(=O)CSc2nnc3ccc(-c4cccnc4)nn23)cc1
5	11	-6	-3	-0.7	13	-2	-1	-15	O=C(CN1C(=O)CNC1=O)Nc1cc(Cl)cc(Cl)c1
2	-11	3	-3	2.2	0	2	0	10	C[C@H](CO)N1C[C@H](C)[C@H](CN(C)Cc2cncnc2)Oc2ncc(C#CC3(O)CCCC3)cc2C1=O
-9	3	6	3	-3.5	0	-10	3	-8	CCOC(=O)C1=C(C)NC2=C(C(=O)C(C(=O)OCC)C(c3ccccc3OC)C2)C1c1ccccn1 (stereo unspecified)
-4	3	9	8	-0.2	-5	-7	0	0	Cn1c(NC(=O)c2ccco2)c(-c2ccc(Cl)cc2)c(=O)c2ccccc21
8	0	-1	14	-1.2	-16	-9	6	8	C/C(CCC(=O)O)=N/Nc1ccc([N+](=O)[O-])cc1[N+](=O)[O-]
0	12	-7	-29	-2.8	4	-1	1	-15	COc1ccc(OC)c2[nH]c(=O)c(CCNC(=O)C(C)(C)C)cc12
-2	-4	13	3	-1.2	-4	-4	1	5	O=C(NCc1cccnc1)Nc1ccccc1
-7	6	6	1	-1.7	2	-8	0	6	Cc1c(Cl)cccc1NC(=O)N1CCN(C(=O)c2ccco2)CC1
-2	-5	10	2	-0.7	-4	-6	1	-4	COc1ccc(S(=O)(=O)N(CCN2CCOCC2)Cc2cc(OC)ccc2OC)cc1
-4	6	2	1	-1.1	-7	-5	2	-4	C/C(=N/N1CCN(Cc2cccc3ccccc23)CC1)c1cccnc1
-3	-2	-1	-1	1.4	-6	-3	5	-2	O=C(Nc1ccc(Oc2ccccc2)nc1)C1CCCCN1Cc1cccc(O)c1 (stereo unspecified)
-8	-26	23	12	0.0	-6	-18	4	25	CC(Nc1cc(N2CCNCC2)ccc1[N+](=O)[O-])c1ccccc1 (stereo unspecified)

# Additional compounds follow.
M5 ag	CHRM1 PAM	M5 antag	M4 antag	CRFR2-BP ag	M4 PAM	CHRM5 PAM	M4 ag	CHRM1 antagonist	canonical_smiles
-2	11	-5	7	-1.0	13	-5	1	-15	CC1(C)NC(=O)N(CCOc2cccc(Cl)c2Cl)C1=O
-2	2	-13	-5	-0.9	0	2	1	-6	O=C(CNC(=O)c1cccs1)N/N=C/c1cccc(Cl)c1
3	12	2	-3	-1.8	11	-5	6	-34	CCOC(=O)c1ccc(Nc2ncnc3c2cnn3C)cc1
-3	-6	3	1	0.7	-6	-7	6	-1	CN(C)C(=O)c1ccc(NC(=O)c2cccc(S(=O)(=O)N3CCCc4ccccc43)c2)cc1
-2	3	-3	0	0.7	0	3	1	4	Cc1c(O)ccc2c(CC(=O)N[C@@H](Cc3c[nH]c4ccccc34)C(=O)O)cc(=O)oc12
-2	1	7	3	0.1	9	6	2	0	Cc1nc2scc(C)n2c(=O)c1S(=O)(=O)N1CCN(c2cccc(C(F)(F)F)c2)CC1
-3	2	7	-4	0.9	-5	-2	8	-7	COc1ccccc1NC(=O)Cn1cnc2sc(C(=O)Nc3cc(OC)c(OC)c(OC)c3)c(C)c2c1=O
2	2	-4	-4	1.0	3	-1	1	-1	CCn1c(Cc2cccs2)nnc1SCC(=O)Nc1ccc(OC)c(OC)c1
1	8	6	4	1.0	-5	4	0	0	C/C(=N\OC(=O)c1ccccc1)c1c(C)nc2cc(C)ccn12
-2	4	4	6	-1.4	-2	-6	2	-3	Cc1ccc(C(=O)NCc2ccco2)cc1S(=O)(=O)Nc1cccc(Cl)c1
2	2	3	3	-1.4	-8	9	1	3	CCOc1nc(NCCO)nc(Nc2ccccc2F)n1
-1	-2	7	1	0.8	4	-4	0	-1	Cc1cccc(NS(=O)(=O)c2ccccc2)n1
0	-1	3	9	1.0	6	-6	2	1	COc1cccc(OC)c1C(=O)N1CCOCC1
-5	4	2	-10	-2.8	5	-4	1	-28	Cn1c(SCC(=O)NC2CCCCCC2)nnc1-c1cccs1
1	10	-3	3	1.6	-9	8	-2	-14	CC(C)C(=O)N=c1sc2cccc(F)c2n1C
-6	3	-4	0	-3.1	-1	-7	7	-6	COc1ccc(CN(C(=O)CNC(=O)c2ccco2)C(C(=O)NC2CCCC2)c2ccco2)cc1 (stereo unspecified)
-2	1	1	1	26	-20	-3	-2	-12	O=C(NC1CCCC1)C1(c2ccccc2)CCN(S(=O)(=O)c2ccccc2)CC1
0	3	0	5	-0.1	0	3	0	-7	COc1ccccc1C(=O)NS(=O)(=O)c1ccc(C)cc1
1	8	-1	-9	-1.4	0	3	0	-15	CCOc1ccc(-n2ccnc2)nn1
1	-9	2	-11	-8.3	-4	-4	18	15	COc1ccc(NC(=O)c2ccc3c(c2)N(C)CCS3)cc1

# Continuation.
M5 ag	CHRM1 PAM	M5 antag	M4 antag	CRFR2-BP ag	M4 PAM	CHRM5 PAM	M4 ag	CHRM1 antagonist	canonical_smiles
-4	10	2	8	1.0	-1	-2	0	-13	COc1ccc(C2CC(=O)n3nc(C45CC6CC(CC(C6)C4)C5)nc3S2)cc1OC (stereo unspecified)
1	3	-4	-2	·	-1	0	1	-12	CCC(=O)N1CCC(C)(C(=O)Nc2ccc(OC)c(OC)c2)C1 (stereo unspecified)
-3	0	3	6	-0.8	-2	-3	-1	-2	O=C(/C=C/c1ccccc1)/C=C/c1ccccc1
1	1	9	3	·	-2	-1	0	-3	COc1ccc(S(=O)(=O)NC(=O)C2(C)CCN2C(=O)C2(c3ccccc3)CC2)cc1 (stereo unspecified)
0	3	4	-2	2.0	-5	-1	0	-6	CC(O)Cn1ccccc1=N (stereo unspecified)
-11	0	14	3	-0.8	-9	-8	5	5	CCOC(=O)c1[nH]c2ccc(Br)cc2c1NC(=O)CNC
1	2	-2	0	-0.1	-6	0	1	-10	COCCNC(=O)Cn1cnc2c(cnn2-c2ccc(OC)cc2)c1=O
1	-3	3	-4	·	-7	-2	6	-8	CN(C)c1ccc(CC(=O)N2CCCC(c3cc(C(=O)Nc4ccccc4)no3)C2)cc1 (stereo unspecified)
-5	0	5	-6	6.3	10	0	1	-20	O=C(c1ccccc1)C(CCC(CN1CCOCC1)C(=O)c1ccccc1)CN1CCOCC1 (stereo unspecified)
-3	-4	2	2	1.1	0	-1	2	7	N#Cc1ccsc1NC(=O)CN1CCN(Cc2ccccc2)CC1
-2	11	1	-20	5.0	12	-9	3	2	COc1cc(/C=N/NC(=O)C(N)=O)ccc1OC(=O)c1cccs1
-8	-7	19	0	0.8	-10	-5	1	5	CCn1nc(C)cc1C(=O)N1CCCC(N2CCN(Cc3ccc4c(c3)OCO4)CC2)C1 (stereo unspecified)

# Source: PubChem
